# EBNA-1 inh: blocks EBNA-1 binding to DNA. EBNA-1 DNA binding, fluorescence polarization. inhibition, % at 14.8 µM. 0.34% of 300,000 active; in the data active = inhibition above about 28%
# HCV core dimer: HCV core protein dimerization inhibition. 0.33% of 300,000 active. TR-FRET GST/Flag-core106 dimerization, 1536-well. inhibition, % at 5 µM. AID 1899;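 active = inhibition above the mean of all tested compounds plus 3 SD, set per screening campaign, cut at about 45% in these data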
#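 test system = GST/Flag-tagged HCV core106 proteins | probe or stimulus = Eu donor and XL665 acceptor anti-tag antibodies | times = compound-protein-antibody incubation 4 h at 22.5 °C | signal = TR-FRET, excitation 340 nm, emission 617 and 671 nm | measure = percent inhibition of core106 dimerization signal | controls = wells lacking GST-core106 and wells with excess unlabelled core106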
# ZTA counter: blocks Epstein-Barr virus ZTA, an EBNA-1 counter-screen; AID 2234; inhibition, % at 11 µM; 0.15% of 320,000 active; ZTA-DNA binding, fluorescence polarization; in the data active = inhibition above about 33%
# Target sequence (P03206 whole entry, looked up): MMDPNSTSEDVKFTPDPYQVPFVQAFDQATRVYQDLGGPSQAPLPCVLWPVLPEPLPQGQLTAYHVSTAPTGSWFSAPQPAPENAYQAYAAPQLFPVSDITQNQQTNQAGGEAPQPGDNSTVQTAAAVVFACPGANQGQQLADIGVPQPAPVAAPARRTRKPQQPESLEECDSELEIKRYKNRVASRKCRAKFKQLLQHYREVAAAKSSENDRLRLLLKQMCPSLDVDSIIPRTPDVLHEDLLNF
# PP1 inh: counter-screen for PP5 inhibitors: inhibitors of human PP1-alpha. P62136. purified PP1alpha, OMFP fluorescence. inhibition, % at 6.7 µM. 0.9% of 320,000 active. AID 2235;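 active = inhibition above the mean inhibition of all tested compounds plus 3 SD, computed separately for each screening campaign, cut at about 15% in these data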
# CTSL1 counter: cathepsin L1 inhibition, PFM18AAP counter-screen. recombinant F. hepatica cathepsin L1, Z-Leu-Arg-MCA fluorescence. inhibition, % at 5.96 µM. 0.49% of 300,000 active. AID 1906;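 active = inhibition above the mean of all tested compounds plus 3 SD, set per screening campaign, cut at about 17% in these data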;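 note: 0% = plate median of test compound wells and 100% = 1 µM Z-Phe-Ala-diazomethylketone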
# GASC-1 inh: human JMJD2C demethylase inhibition | Q9H3R0 | GST-JMJD2C(1-420) H3K9me3 demethylation, DELFIA europium | inhibition, % at 2.35 µM | 0.069% of 330,000 active | AID 2099;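 active = more than half of a compound's replicate wells show inhibition beyond 50%, single wells judged on their own value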;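 note: signal counts dimethyl H3K9 product captured on neutravidin plate; 0% = median of DMSO wells and 100% = 0.3 times that DMSO median; strong numbers were not always called active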
# TPT1 inhibitor: C. albicans TPT1 enzyme inhibition. inhibition, % at 5 µM. recombinant caTPT1, FP RNA substrate dephosphorylation. 0.81% of 300,000 active;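 active = inhibition above the mean of all tested compounds plus 3 SD, set per screening campaign, cut at about 24% in these data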;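 note: plate controls were DMSO alone for no effect and ferristatin control at 100 nM for full effect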
# PP5 inh: PP5 (human) phosphatase inhibition; P53041; purified PP5c, OMFP substrate fluorescence; inhibition, % at 6.7 µM; 0.18% of 320,000 active; AID 1987;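 active = inhibition above the campaign's mean inhibition across all tested compounds plus 3 SD, cut at about 9.5% in these data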;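 note: 0% = DMSO only and 100% = 100 µM cantharidin control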
# Target sequence (P53041 whole entry, looked up): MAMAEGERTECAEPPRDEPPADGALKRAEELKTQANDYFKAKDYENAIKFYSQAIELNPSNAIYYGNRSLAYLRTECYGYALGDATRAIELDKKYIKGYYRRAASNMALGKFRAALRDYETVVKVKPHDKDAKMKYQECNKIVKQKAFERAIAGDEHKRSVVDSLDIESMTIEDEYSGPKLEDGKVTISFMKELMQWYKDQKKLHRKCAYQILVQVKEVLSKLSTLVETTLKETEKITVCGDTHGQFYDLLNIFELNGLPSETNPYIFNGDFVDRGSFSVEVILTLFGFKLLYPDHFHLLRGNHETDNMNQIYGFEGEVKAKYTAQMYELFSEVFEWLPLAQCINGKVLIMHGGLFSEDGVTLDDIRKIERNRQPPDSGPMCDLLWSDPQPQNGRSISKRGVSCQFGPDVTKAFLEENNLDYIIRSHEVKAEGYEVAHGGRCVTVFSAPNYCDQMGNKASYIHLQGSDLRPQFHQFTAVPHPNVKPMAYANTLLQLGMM
# Yeast superoxide: lowers age-related superoxide in aged yeast cells. S. cerevisiae aged cells, superoxide DHE fluorescence; stronger effect = lower value. superoxide response (% of plate mean), % at 10 µM. 0.18% of 330,000 active. AID 2690;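 active = superoxide response under a set limit, about three screen SD below normal, cut at about 65% in these data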;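 note: yeast aged for seven days with compound at 30 °C before DHE staining; 100% = average MFI of all compound-treated wells on the plate with controls excluded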
# Active calls of the source: *; . = not tested or not shown.
nr	compound	EBNA-1 inh	HCV core dimer	ZTA counter	PP1 inh	CTSL1 counter	GASC-1 inh	TPT1 inhibitor	PP5 inh	Yeast superoxide
1	CC1CCN(Cc2cc(=O)oc3ccc4ccccc4c23)CC1	6	7	2	-2	-1	1	-1	1.8	99
2	COC(=O)c1ccc(CNCC(O)COc2ccc(-c3ccccc3)cc2)cc1 (configuration not stated)	0	4	12	8	-1	21	1	4.5	106
3	COc1ccc(NC(=O)CSc2nnc3ccc(-c4ccncc4)nn23)cc1OC	-8	-2	5	-2	1	-1	4	-1.7	101
4	COc1ccc(/C=C2/C(=N)N3N=C(CC(=O)N4CCCC4)SC3=NC2=O)cc1	4	10	10	-1	3	-3	2	-1.1	97
5	S=C(Nc1ccccc1Cl)N1CCCC(c2ccccc2)=N1	6	1	-5	-3	11	-16	0	-2.5	101
6	O=C(CN1C(=O)NC2(CCCC2)C1=O)OCc1ccccc1F	.	.	6	5	.	-2	.	4.1	85
7	CC(C)CCNC(=O)c1ccc2c(SCC(=O)O)c3c(nc2c1)CCCC3	0	12	-5	-5	1	-3	1	3.1	114
8	O=C(CSc1nn(-c2ccccc2)c(=S)s1)Nn1cnnc1	-10	3	12	6	3	-19	2	2.0	109
9	CCN1CCN(CCNC(=O)C2CCN(Cc3nc(-c4ccc(Cl)cc4)oc3C)CC2)CC1	-8	3	-10	-3	1	-4	-5	-0.7	93
10	COc1ccc(CNC(=O)c2ccc(CS(=O)Cc3cccc(Cl)c3)o2)cc1 (configuration not stated)	-11	0	-3	-2	-4	5	-2	1.6	110
11	Nc1nonc1-n1nnc(C(=O)N/N=C/c2cccc(Cl)c2Cl)c1CN1CCCC1	-2	2	-17	0	0	16	0	-1.1	100
12	CCn1c(SCC(=O)Nc2ccc3c(c2)OCO3)nnc1C(C)C	-1	6	12	0	3	1	2	-1.2	94
13	O=C(Nc1ccncc1)C1CC1c1ccccc1 (configuration not stated)	6	6	-5	1	-2	-31	1	1.5	106
14	CC(=O)c1cccc(OCc2cc(C(=O)N3CC4C[C@@H]5CC3C[C@H](C4)C5)no2)c1	-3	3	-20	0	0	-4	-1	-1.0	102
15	CC(C)NC(=O)c1ccccc1NC(=O)/C=C/c1cccc([N+](=O)[O-])c1	-7	-6	-1	-2	-2	-18	1	0.3	89
16	COc1ccc(NC(=O)C2CC(=O)n3c(nc4ccccc43)N2)cc1 (configuration not stated)	4	-6	-7	4	-1	9	0	1.4	99
17	COCCN1C(=O)N[C@@H](c2cccs2)C(C(=O)OC)=C1C	5	3	11	3	0	-13	-2	0.0	.
18	CCNS(=O)(=O)c1ccc(NC(=O)c2ccccc2OCC)cc1	3	1	-4	-4	-2	8	4	-1.3	93
19	Cn1c(CN2CCCCC2)nc2cc(NC(=O)c3cccs3)ccc21	2	2	-16	3	-2	8	1	-0.5	91
20	CC1(C)Cc2ccccc2-c2nc(NCCCO)[nH]c(=O)c21	2	3	4	-3	-2	-3	-2	-0.9	96
21	COc1ccc(C2/C(=C(/O)c3ccccc3)C(=O)C(=O)N2CC(C)O)c(OC)c1 (configuration not stated)	3	-6	-12	0	0	4	-1	-1.5	98
22	CCNC(=O)NC(=O)c1csc([N+](=O)[O-])c1	-13	-2	9	-3	-4	21	-1	0.5	121
23	COC(=O)/C(=C\c1cccnc1)NC(=O)c1ccc(OCc2ccccc2)cc1	-10	1	1	-2	6	9	-2	0.8	119
24	COc1ccc(N(Cc2ccc(N(C)C)cc2)C(=O)c2ccc(S(C)(=O)=O)cc2)cc1	5	4	13	-2	1	11	-2	2.6	112
25	CCc1noc(C)c1C(=O)N(CCOC)c1c(N)n(CC(C)C)c(=O)[nH]c1=O	0	-5	-15	-1	-1	7	-3	-1.2	101
26	Cc1ccc(SCc2nc3ccccc3n2CC(=O)Nc2ccccc2)cc1	7	2	1	1	-5	-6	0	3.7	99
27	Cc1ccc(C(=O)NCC(=O)O)cc1S(=O)(=O)N1CCCCC1	5	-6	8	-2	-3	6	0	1.8	159
28	O=C(O)c1ccc(C2Nc3ccccc3C(=O)N2Cc2ccccc2)cc1 (configuration not stated)	1	-2	-16	0	-5	4	1	1.3	114
29	Cc1ccc(CNC(=O)CC(C)S(=O)(=O)c2cc3c(cc2C)NC(=O)CO3)cc1 (configuration not stated)	-8	3	5	-7	0	1	-3	-0.6	92
30	Cc1ccc(CCNC(=O)C2CCN(S(=O)(=O)N3CCCCC3)CC2)cc1	-5	-12	-1	-2	-2	-18	-1	0.6	88

# An excerpt of these results, with two lines to a compound.
# Order of results – EBNA-1 inh	HCV core dimer	ZTA counter	PP1 inh	CTSL1 counter	GASC-1 inh	TPT1 inhibitor	PP5 inh	Yeast superoxide
6) O=C(CN1C(=O)NC2(CCCC2)C1=O)OCc1ccccc1F
→ .	.	6	5	.	-2	.	4.1	85
7) CC(C)CCNC(=O)c1ccc2c(SCC(=O)O)c3c(nc2c1)CCCC3
→ 0	12	-5	-5	1	-3	1	3.1	114

# (further entries)
nr	compound	EBNA-1 inh	HCV core dimer	ZTA counter	PP1 inh	CTSL1 counter	GASC-1 inh	TPT1 inhibitor	PP5 inh	Yeast superoxide
31	O=C(CCN1C(=O)/C(=C/c2cccs2)SC1=S)Nc1ccc(C(=O)O)cc1	10	0	1	6	4	1	31*	0.6	90
32	CCOC(=O)c1c(C)oc2ccc(O)c(CN(C)C)c12	8	-3	-12	-5	-4	24	-1	-0.8	99
33	Cc1ccc(S(=O)(=O)N2CCOCC2)cc1C(=O)Nc1ccc(-c2cn3ccsc3n2)cc1	2	17	4	2	5	1	2	2.6	92
34	O=C(c1ccc(Br)s1)N1CCc2ccccc2C1	7	3	-9	-3	-1	4	0	3.6	96
35	Cc1ccc(S(=O)(=O)NCC(C)NC(=O)CN2CCOCC2)cc1 (configuration not stated)	8	6	6	-1	-1	-4	-2	-2.0	100
36	Cc1nc2ccccc2c2nc(N)nn12	-2	1	-1	-2	-2	-4	2	3.0	103
37	COc1cccc2cc(C(=O)NCc3ccc(C)cc3)c(=N)oc12	-10	4	-10	-2	4	1	-1	2.4	102
38	NC(=O)CCN1CCN(C(=O)c2ccc3nc(Cc4cccc(Cl)c4)oc3c2)CC1	9	1	-20	-1	-1	-16	-1	0.4	92
39	COC(=O)C1=C(C)N(C)C(=O)NC1c1ccccc1 (configuration not stated)	5	-1	11	-1	0	3	-4	0.5	99
40	COc1ccc(NC(=O)C2CCCN2C(=O)Nc2ccccc2)cc1OC (configuration not stated)	-6	-2	-1	-2	-6	-5	3	3.9	99
41	CCOC(=O)C1CCN(C(=O)c2cc(-c3ccncc3)nc3ccccc23)CC1	.	.	9	1	.	3	.	-1.4	103
42	COc1ccccc1CNC(=O)C(CC(C)C)NS(=O)(=O)c1ccc2c(c1)oc(=O)n2C (configuration not stated)	8	-1	17	-4	-1	-11	-3	-1.3	94
43	COC(=O)[C@@]1(Cc2ccc(F)cc2)[C@H]2c3cc(C(=O)N4CCCC4)n(CCc4ccccn4)c3C[C@H]2CN1C(=O)c1ccccc1	-5	2	-14	0	1	-6	1	0.6	103
44	COC(=O)C(Cc1ccccc1)NC(=O)CCNC(=O)c1ccc(Br)cc1 (configuration not stated)	-17	1	-6	6	-7	8	-2	-5.2	113
45	Cc1nn(-c2cc(C)c3ccccc3n2)c2c1C1C(C2)C1(C)C (configuration not stated)	-16	2	11	4	-2	1	1	2.5	90
46	N=c1n(CC(=O)c2ccc(Br)cc2)c2ccccc2n1Cc1ccccc1	.	.	13	6	.	1	.	-1.1	109
47	COC(=O)CC1COc2ccccc2N1C(=O)c1ccc(OC)cc1 (configuration not stated)	2	4	19	3	2	3	2	1.3	86
48	O=C(C1CCC1)N(CCc1ccccc1)Cc1nc2ccccc2c(=O)[nH]1	-3	-1	-22	1	-1	34	-4	-0.8	114
49	CCn1c(SCC(=O)n2nc(C)cc2C)nnc1-c1ccc2c(c1)OCO2	0	1	-4	3	2	-7	-1	2.3	83
50	COc1ccc(C(C(=O)NC2CCCC2)N(C(=O)c2ccco2)c2cc3c(cc2C(C)=O)OCO3)cc1OC (configuration not stated)	-26	-5	7	3	1	-2	2	-2.0	102
51	Cc1sc(NC(=O)CN2CCCC2)nc1-c1ccc2c(c1)CCN2C(=O)c1ccc(F)cc1	-11	31	-2	4	0	7	8	3.3	98
52	CCc1ccc(NC(=S)N2CCN(c3cccc(OC)c3)CC2)cc1	-3	11	-2	-3	-5	2	0	1.7	82
53	Cc1ccc(NC(=O)c2c([N+](=O)[O-])cnn2C)cc1C	-5	-6	-13	-3	4	-3	-4	2.5	96
54	COCCn1c(SCC(=O)Nc2ccccc2C)nc2c(oc3ccccc32)c1=O	1	-4	5	-4	0	-1	0	1.6	106
55	CC(=O)Oc1ccccc1/C=C1\CCOC1=O	10	10	2	1	-1	-3	-3	1.1	92
56	C#CCOCCOCCOCCNc1nc(N2CCOCC2)nc(N2CCN(C(=O)Cn3cc(CC(C)O)nn3)CC2)n1 (configuration not stated)	-2	-21	4	-1	1	-7	-1	0.6	104
57	O=S(=O)(c1ccccc1)c1nc(-c2ccco2)oc1NCCCn1ccnc1	10	-3	-20	2	10	-12	-8	0.4	91
58	COc1ccc(NC2=Nc3ccccc3N3C2=Nc2c(c(C)nn2-c2ccc(C)cc2)C3c2cccnc2)cc1 (configuration not stated)	-16	14	12	-1	2	-5	3	-0.8	107
59	C/C=C/c1ccc(OCCCCOc2ccccc2C(C)=O)c(OC)c1	3	-5	-7	2	-2	-4	-2	1.9	103
60	CCCN1C(=O)CC(Sc2ncccc2C(=O)O)C1=O (configuration not stated)	-13	-2	-7	0	-1	-15	1	3.9	255

# Five records picked at random from the list so far, as already listed:
nr	compound	EBNA-1 inh	HCV core dimer	ZTA counter	PP1 inh	CTSL1 counter	GASC-1 inh	TPT1 inhibitor	PP5 inh	Yeast superoxide
38	NC(=O)CCN1CCN(C(=O)c2ccc3nc(Cc4cccc(Cl)c4)oc3c2)CC1	9	1	-20	-1	-1	-16	-1	0.4	92
42	COc1ccccc1CNC(=O)C(CC(C)C)NS(=O)(=O)c1ccc2c(c1)oc(=O)n2C (configuration not stated)	8	-1	17	-4	-1	-11	-3	-1.3	94
34	O=C(c1ccc(Br)s1)N1CCc2ccccc2C1	7	3	-9	-3	-1	4	0	3.6	96
58	COc1ccc(NC2=Nc3ccccc3N3C2=Nc2c(c(C)nn2-c2ccc(C)cc2)C3c2cccnc2)cc1 (configuration not stated)	-16	14	12	-1	2	-5	3	-0.8	107
37	COc1cccc2cc(C(=O)NCc3ccc(C)cc3)c(=N)oc12	-10	4	-10	-2	4	1	-1	2.4	102

# Filtered by structure, the compounds so far with two or more sulfur atoms
nr	compound	EBNA-1 inh	HCV core dimer	ZTA counter	PP1 inh	CTSL1 counter	GASC-1 inh	TPT1 inhibitor	PP5 inh	Yeast superoxide
8	O=C(CSc1nn(-c2ccccc2)c(=S)s1)Nn1cnnc1	-10	3	12	6	3	-19	2	2.0	109
31	O=C(CCN1C(=O)/C(=C/c2cccs2)SC1=S)Nc1ccc(C(=O)O)cc1	10	0	1	6	4	1	31*	0.6	90
33	Cc1ccc(S(=O)(=O)N2CCOCC2)cc1C(=O)Nc1ccc(-c2cn3ccsc3n2)cc1	2	17	4	2	5	1	2	2.6	92
